HEK293 NFkB inh: inhibitors of the PMA/ionomycin-induced NF-kB reporter in HEK293 cells. HEK-293 NF-kB luciferase reporter, luminescence. inhibition, % at 3 µM. 62,000 compounds, 0.21% hits. AID 465;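 active means inhibition above the mean of all tested compounds plus 3 SD, cut at about 40% in these data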;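 further: 0% = stimulated DMSO wells and 100% = 10 µM reference inhibitor 5653914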
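Material: HEK-293 cells with stable firefly luciferase reporter driven by four HIV NF-kB elements / Also added: PMA plus ionomycin mix as NF-kB-activating stimulus / Compound dosing: 3 µM once, 0.30% DMSO / Times: 1 h pretreatment, 16 h stimulation, 37 °C / Signal: luminescence / Evaluation: per-plate % inhibition versus controls / Benchmarks: DMSO and 10 µM reference inhibitor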
TNAP act mid DEA: activates human TNAP at intermediate phosphate acceptor concentration | activation factor at 20 µM | P05186 | 64,000 tested, under 10 active | purified TNAP, CDP-star luminescence, 100 mM DEA, 30 min; hits give high values; scale: 0 levamisole-inhibited, 1 vehicle-only enzyme;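 active means activation factor of at least 2 at 20 µM, relative to controls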
Jurkat viability: cytotoxic compounds reducing Jurkat cell viability. 56,000 compounds, 1.2% hits. AID 463. inhibition, % at 4 µM. Jurkat E6.1 viability, ATP luminescence, 48 h;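 active means inhibition above the mean inhibition of all tested compounds plus 3 SD, cut at about 28% in these data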
S1P3 agonist: activates the human S1P3 receptor | Q99500 | S1P3 NFAT-BLA reporter cells, agonism, FRET ratio; relative to 1 µM S1P, basal subtracted | activation, % at 4.5 µM | 60,000 compounds, 0.1% hits;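 active means activation above the screen-wide mean plus 3 SD, cut at about 4.5% in these data, passing the limit was not always enough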; further: some compounds called inactive have numbers as strong as hits
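Material: Human S1P3 NFAT-BLA reporter CHO cells | Incubation: Overnight plating, 4 h compound 37 °C, 2 h substrate RT | Signal: FRET β-lactamase substrate fluorescence, excitation 405 nm, 460/535 nm emission ratio, background-subtracted | Compound: 4.5 µM final, single dose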
M1 antagonist: antagonists of rat M1 muscarinic receptor; B-score at 10 µM; P08482; CHO-M1 cells, Fluo-4 calcium, ACh EC80 antagonist mode; hits give low values; 64,000 compounds, 3.4% hits;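 active means calcium fluorescence response, raw or row-and-column corrected B-score, differing from the plate sample mean either way at a set confidence level, mostly lower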
D1 allo mod: D1 dopamine receptor (human) allosteric modulation. HEK293 D1, CRE-luciferase, dopamine EC30 potentiation; actives deviate in either direction. B-score at 10 µM. 58,000 compounds, 5.9% hits. AID 641;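 active means luminescence count or its row- and column-corrected plate score outside the 99.7% band of the plate's sample wells, on either side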
Target sequence (P21728 whole entry, looked up): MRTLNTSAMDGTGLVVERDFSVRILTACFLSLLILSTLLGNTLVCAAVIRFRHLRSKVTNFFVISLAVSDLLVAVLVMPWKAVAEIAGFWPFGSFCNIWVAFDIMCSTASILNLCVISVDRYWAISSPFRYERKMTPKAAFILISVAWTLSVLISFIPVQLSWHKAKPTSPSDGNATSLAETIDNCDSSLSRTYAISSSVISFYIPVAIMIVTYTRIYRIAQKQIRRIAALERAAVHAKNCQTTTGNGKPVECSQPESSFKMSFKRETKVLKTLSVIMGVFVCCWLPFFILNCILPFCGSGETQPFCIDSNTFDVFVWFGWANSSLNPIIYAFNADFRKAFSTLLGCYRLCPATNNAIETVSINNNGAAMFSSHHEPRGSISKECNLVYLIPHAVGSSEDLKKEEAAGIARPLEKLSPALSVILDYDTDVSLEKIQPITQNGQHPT
M1 agonist: agonists of M1 muscarinic receptor. B-score at 10 µM. CHO-M1 cells, Fluo-4 calcium fluorescence, agonist mode; hits give high values. 64,000 compounds, 3% hits;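 active means fluorescence rise, raw or as B-score row- and column-corrected plate score, outside the 99.7% band of its plate's samples, either direction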
E coli RNAP: inhibitors of Escherichia coli RNA polymerase; inhibition, %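 (tested at 10 µM)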; E. coli RNA polymerase, fluorescence transcription assay; 62,000 compounds, 0.2% hits; in the data active means inhibition above about 20%;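 further: 0% = enzyme without compound and 100% = no enzyme blank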
The depositor's hits bear a star; . = not tested or not shown. The list is partial, so the mix of outcomes need not match the whole.

no.	mol	HEK293 NFkB inh	TNAP act mid DEA	Jurkat viability	S1P3 agonist	M1 antagonist	D1 allo mod	M1 agonist	E coli RNAP
1	OC(COc1cccc(OCC(O)CN2CCOCC2)c1)CN1CCOCC1 (stereo unspecified)	11	.	-3	0.3	.	.	.	.
2	O=C(Cn1[nH]c(=O)c2ccccc2c1=O)N1CC=C(c2ccccc2)CC1	.	0.9	.	.	.	.	.	8
3	CSc1nc2c(c(=O)n1-c1ccc(F)cc1)SCC2	22	.	.	.	-0.37	.	0.36	.
4	Cc1[nH]c2ccccc2c1SCCNC(=O)c1ccc(Br)o1	16	.	.	.	-0.56	.	0.53	.
5	COc1ccc(OC)c(Nc2ncnc3c2cnn3-c2cccc(C)c2)c1	9	.	.	.	-0.57	.	-0.077	.
6	O=C(Cn1cnc2c(oc3ccccc32)c1=O)NCCc1ccccc1	12	.	.	.	1.6	.	0	.
7	CC(NS(=O)(=O)c1ccc(Cl)cc1)C(c1cccs1)N1CCN(C)CC1 (stereo unspecified)	22	.	.	.	-1.3	.	-0.31	.
8	CC(NS(C)(=O)=O)C(c1cccs1)N1CCN(c2ccccc2F)CC1 (stereo unspecified)	13	.	.	.	0.32	.	0.56	.
9	CCC1CCCCN1C(=O)CSc1nc2c([nH]c3ccccc32)c(=O)n1C (stereo unspecified)	12	.	.	.	-1.5	.	0.69	.
10	C=CCn1c(C(C)NC(=O)C(C)(C)C)nc2ccccc21 (stereo unspecified)	-4	.	.	.	-0.6	.	-0.45	.
11	Cc1ccc(C)c(NC(=O)CS(=O)(=O)c2cn(C)c3ccccc23)c1	5	.	.	.	0.098	.	-0.26	.
12	Cn1cc(S(=O)(=O)CC(=O)Nc2ccc3c(c2)OCO3)c2ccccc21	20	.	.	.	1.1	.	-0.37	.
13	C=CCn1c(C(C)NC(=O)CCC)nc2ccccc21 (stereo unspecified)	5	.	.	.	-0.59	.	-1.3	.
14	CCCn1cc(S(=O)(=O)CC(=O)Nc2ccc(OC)cc2OC)c2ccccc21	12	.	.	.	0.12	.	1.5	.
15	Nc1ccc2c(c1)CCC2=O	2	.	.	.	-0.066	.	1.2	.
16	CCOC(=O)C(C)Sc1ncnc2nc[nH]c12 (stereo unspecified)	19	.	.	.	-0.87	.	0.032	.
17	Cc1ccc(S(=O)(=O)NC(C)C(c2cccs2)N2CCN(C)CC2)cc1 (stereo unspecified)	7	.	.	.	0.1	.	-1.7	.
18	Cc1ccc(CN2CC34C=CC(O3)C(C(=O)NCc3ccc5c(c3)OCO5)C4C2=O)cc1 (stereo unspecified)	11	1	.	.	.	.	.	-2
19	O=C(CSc1nnc(-c2ccco2)o1)NC1CCCCC1	.	0.9	.	.	.	0.014	.	0
20	Clc1ccc2oc(-c3ccccc3)nc2c1	.	0.9	.	.	.	0.13	.	0
21	CCS(=O)(=O)N1CCN(CC2CC3C=CC2C3)CC1 (stereo unspecified)	.	1	.	.	.	-0.16	.	-4
22	COc1ccc(NC(=O)CCN2C(=O)C3CC=C(Cl)CC3C2=O)cc1 (stereo unspecified)	.	0.9	.	.	.	-0.67	.	9
23	O=C(CSc1nnc(-c2ccccc2)n1-c1ccccc1)NCc1ccco1	.	0.9	.	.	.	-0.62	.	3
24	O=C(O)C1C2C=CC(C3CC23)C1C(=O)O (stereo unspecified)	.	0.9	.	.	.	-0.34	.	6
25	CC1SC(c2cccc(Cl)c2)NC1=O (stereo unspecified)	.	0.9	.	.	.	-0.098	.	5
26	O=C(On1c(-c2ccccc2)nc2ccccc2c1=O)c1ccco1	.	0.9	.	.	.	-3.4*	.	12
27	O=C(CCc1ccccc1)Nc1cc(Cl)ccc1O	.	0.9	.	.	.	-0.92	.	1
28	COC(=O)c1ccc(C)c(NS(=O)(=O)c2ccc(OC)cc2)c1	.	0.9	.	.	.	1.7	.	3
29	COc1cccc(NC(=O)CCN2CCN(c3ccccc3F)CC2)c1	.	0.9	.	.	.	-0.19	.	-2
30	Cc1cc(C)cc(OCCCCCNCCO)c1	.	0.9	.	.	.	-0.027	.	3
31	c1cncc(-c2csc(NCc3ccco3)n2)c1	.	1	.	.	.	1	.	0

Some of the entries above, reformatted:
Every second line gives: HEK293 NFkB inh, TNAP act mid DEA, Jurkat viability, S1P3 agonist, M1 antagonist, D1 allo mod, M1 agonist, E coli RNAP
5. COc1ccc(OC)c(Nc2ncnc3c2cnn3-c2cccc(C)c2)c1
    9, ., ., ., -0.57, ., -0.077, .
6. O=C(Cn1cnc2c(oc3ccccc32)c1=O)NCCc1ccccc1
    12, ., ., ., 1.6, ., 0, .
7. CC(NS(=O)(=O)c1ccc(Cl)cc1)C(c1cccs1)N1CCN(C)CC1 (stereo unspecified)
    22, ., ., ., -1.3, ., -0.31, .
8. CC(NS(C)(=O)=O)C(c1cccs1)N1CCN(c2ccccc2F)CC1 (stereo unspecified)
    13, ., ., ., 0.32, ., 0.56, .
9. CCC1CCCCN1C(=O)CSc1nc2c([nH]c3ccccc32)c(=O)n1C (stereo unspecified)
    12, ., ., ., -1.5, ., 0.69, .
10. C=CCn1c(C(C)NC(=O)C(C)(C)C)nc2ccccc21 (stereo unspecified)
    -4, ., ., ., -0.6, ., -0.45, .
11. Cc1ccc(C)c(NC(=O)CS(=O)(=O)c2cn(C)c3ccccc23)c1
    5, ., ., ., 0.098, ., -0.26, .
12. Cn1cc(S(=O)(=O)CC(=O)Nc2ccc3c(c2)OCO3)c2ccccc21
    20, ., ., ., 1.1, ., -0.37, .
13. C=CCn1c(C(C)NC(=O)CCC)nc2ccccc21 (stereo unspecified)
    5, ., ., ., -0.59, ., -1.3, .
14. CCCn1cc(S(=O)(=O)CC(=O)Nc2ccc(OC)cc2OC)c2ccccc21
    12, ., ., ., 0.12, ., 1.5, .
15. Nc1ccc2c(c1)CCC2=O
    2, ., ., ., -0.066, ., 1.2, .
16. CCOC(=O)C(C)Sc1ncnc2nc[nH]c12 (stereo unspecified)
    19, ., ., ., -0.87, ., 0.032, .

Single entries from the list.
Under D1 allo mod, #19 is entered as 0.014
Under M1 agonist, #13 is entered as -1.3
Under M1 agonist, #4 is entered as 0.53

Full records, quoted from the list. Order of values: HEK293 NFkB inh, TNAP act mid DEA, Jurkat viability, S1P3 agonist, M1 antagonist, D1 allo mod, M1 agonist, E coli RNAP
Listed for O=C(O)C1C2C=CC(C3CC23)C1C(=O)O (stereo unspecified) → ., 0.9, ., ., ., -0.34, ., 6
Listed for c1cncc(-c2csc(NCc3ccco3)n2)c1 → ., 1, ., ., ., 1, ., 0
